From PubChem BioAssay
S3 lipid droplet = qHTS Assay for Lipid Storage Modulators in Drosophila S3 Cells; Drosophila S3 cells, BODIPY lipid droplet fluorescence, 18-24 h; cells fed with added oleic acid; Potency in µM for hits, for the others lipid storage change, negative = inhibition, % at the top dose, mostly 46.1 µM; actives 0.64% (n = 320,000); AID 2685; active means well fitted inhibition curve with a large enough effect in the signal ratio, with a control signal flat, not every such curve was filed as active; inconclusive means small, poorly fitted or top-dose-only effect, or effect the other way, or a change in a side signal; the % refers to the signal ratio
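Drosophila S3 cells loaded with oleic acid (400 uM, as added) and compounds at several concentrations; lipid droplets imaged by 488-nm laser-scanning cytometry, 500–530 nm intensity and object ratio to cell channel. Percent activity normalized to 20 uM Triacsin C.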
S3 lipid droplet cell count max = second read-out of S3 lipid droplet, no call of its own (marks repeat the call); cell number change, %; measured here: cell count max response;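 cells counted by Cell Tracker Red CMTPX staining in the red channel; peak over a dose series mostly up to 46.1 µM; percent activity relative to internal control wells on each plate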
An asterisk follows results filed as active; i = inactive; u = inconclusive; x = not tested or not shown. On the % scale 0 is the no-effect control and ±100 the full control effect; potency means the concentration at half of the fitted maximal effect. Only part of the results is shown; count on the stated rates, not on these rows.

SMILES | S3 lipid droplet | S3 lipid droplet cell count max
CCS(=O)(=O)N1CCN(c2ccc([N+](=O)[O-])c(NCC3CCCO3)c2)CC1 (stereo not given) | -21% | -20
COc1ccc(/C=N/Nc2cn[nH]c(=O)c2Cl)cc1 | u | x
CCOC(=O)c1cnc(-n2nc(C)cc2C)nc1NNc1nc(-c2ccccc2)cc(-c2ccccc2)n1 | u | x
Cc1ccc(NC(=O)CCC(=O)NNC(=O)COc2ccc([N+](=O)[O-])cc2)cc1C | u | x
CCOc1cc(C)c(Cl)cc1S(=O)(=O)N1CCCC1 | i | x
CC1CCCCC1NC(=O)CN1CCC(O)(c2ccc(F)cc2)CC1 (stereo not given) | 6% | 7
N#Cc1ccc(C(=O)Nc2ccc3ccccc3c2)cc1 | u | x
Clc1ccc(/C=N/NC(=Nc2ccccc2)c2ccccn2)c(Cl)c1 | u | x
O=C(CN1CCOc2ccccc21)NCc1ccc(F)cc1 | 10% | 0
COc1ccc(CNc2ccc(C)c(C)c2)c(OC)c1OC | u | x
CCCC(CCC)C(=O)Oc1cc(C)[nH]c(=O)c1[N+](=O)[O-] | 5% | 10
CC1CN(C(=O)c2cc3cc(Cl)ccc3[nH]2)CC(C)O1 (stereo not given) | u | x
CCN(C(=O)COC(=O)c1c(NC(C)=O)sc(C)c1C)C1CCS(=O)(=O)C1 (stereo not given) | -13% | 0
Cc1nc(NCCc2ccccc2F)c(C#N)c(C)c1[N+](=O)[O-] | i | x
CCOc1ccc(C(=O)NCC(=O)N2CCN(C/C=C/c3ccccc3)CC2)cc1OCC | u | x
CCC1(c2ccc(C)cc2)NC(=O)N(CC(=O)Nc2cccc(S(=O)(=O)N3CCCC3)c2)C1=O (stereo not given) | u | x
CC/C(=N/NC(=O)CCC(=O)Nc1ccccc1OC)c1ccccc1 | u | x
Cc1nnc(SCC(=O)Nc2ccc(F)cc2)n(N)c1=O | i | -21
CC1CC1C(=O)Nc1cc(S(=O)(=O)N2CCOCC2)ccc1N1CCCC1 (stereo not given) | u | x
Cc1ccc(SCC(=O)c2ccc[nH]2)cc1 | u | x
Clc1ccc(CSCCc2ccncc2)cc1 | u | x
Cc1cccc(COc2ccc(/C(O)=C3\C(=O)C(=O)N(CCN(C)C)C3c3ccncc3)cc2)c1 (stereo not given) | -18% | x
COC(=O)CN(c1nc(C)c(Cl)c(OC)n1)S(=O)(=O)c1ccc(C)cc1 | u | x
COC(=O)c1[nH]c2cccc(OC)c2c1NC(=O)C(C)N1CCC(C)CC1 (stereo not given) | u | x
C=CCOc1ccc(/C(O)=C2\C(=O)C(=O)N(CCOC)C2c2cccnc2)cc1 (stereo not given) | -34% | x
CCC1(C)Cc2ccccc2-c2nc(NCCO)n(-c3ccc(C)cc3)c(=O)c21 (stereo not given) | u | x
COc1ccc(CCNC(=S)N2CCN(S(=O)(=O)c3ccccc3F)CC2)cc1 | u | x
COc1cccc(-c2nc(CS(=O)CC(=O)NCc3ccc4c(c3)OCO4)c(C)o2)c1 (stereo not given) | u | x
COc1cccc(N2CCN(C(=O)CCSCc3ccccc3F)CC2)c1 | 6% | 10
C=CCN1N=C(/C=C/c2ccc(C)cc2)CCC1=O | u | x
O=C(C1=NN[C@@H]2C(=O)N(c3cccc(F)c3)C(=O)[C@H]12)c1ccc2ccccc2n1 | 2% | -11
CC1CCN(S(=O)(=O)c2ccc(NC(=O)c3ccccc3F)cc2)CC1 | u | x
Cc1ccc(NC(=O)CN(C)C(=O)C(c2ccccc2)c2ccccc2)cc1 | u | x
Cc1ccc(Sc2ccc(NC(=O)c3ccc(S(C)(=O)=O)cc3Cl)cc2)cc1 | u | x
CC(=O)Oc1ccc2ccccc2c1C(NC(=O)Cc1ccccc1)c1ccc(Cl)cc1 (stereo not given) | u | x
COc1cccc(-n2cc3c(=O)n(C)c(=O)n(C)c3c2)c1 | u | x
CC1C(=O)CCN(C(C)C)C1C (stereo not given) | u | x
CN1C2C=C(N(CCc3ccccc3)C(=O)c3ccc(Cl)cc3)CC1CC2 (stereo not given) | u | x
Cc1cccc(CNC(=O)C(C)n2nc(C)c3c(C)n(-c4ccccc4)nc3c2=O)c1 (stereo not given) | i | 6
CCN(CC(=O)NC1CCS(=O)(=O)C1)c1ccc([N+](=O)[O-])cc1C#N (stereo not given) | u | x
CCc1cc(C(=O)NNC(=S)Nc2cccc(C)c2)cs1 | 4% | -13
COc1ccc(CNc2ccccc2)cc1Br | 5% | -3
COC(=O)c1ccc(C2C(Oc3ccc(OC)cc3)C(=O)N2CCc2ccc(F)cc2)cc1 (stereo not given) | u | x
Cc1ccc(-n2c(=S)[nH]c3sc4c(c3c2=O)CCC4)cc1 | 10% | 5
CCn1c(CCCOc2ccc(Cl)cc2Cl)nnc1SCC(=O)Nc1cccc(F)c1 | 12% | 16
COc1ccc(C(=O)C2CCCN(S(=O)(=O)c3ccc(C(C)=O)cc3)C2)c(C)c1 (stereo not given) | i | x
CCOC(=O)Cc1csc(NC(=O)c2ccc(Br)cc2)n1 | u | x
Cc1cc(NC(=O)CSc2ccccn2)no1 | u | x
Cc1cccc(/C=C/c2onc(C)c2S(=O)(=O)N2CCC(C(=O)NC(C)(C)C)CC2)c1 | u | x
Cc1ccc(Oc2ccc(Cl)cc2N)cc1 | u | x
CN1C2CCC1/C(=C\c1ccc(F)cc1)C(=O)/C2=C/c1ccc(F)cc1 | 2% | -10
O=C(COC(=O)CSc1ccc([N+](=O)[O-])cc1)NCC1CCCO1 (stereo not given) | u | x
O=c1[nH]c(N2CCOCC2)nc2ccccc12 | u | x
CC(C)CNC(=O)CN(C1CCCCC1)S(C)(=O)=O | u | x
COc1cc(NC(=O)c2ccc([N+](=O)[O-])o2)ccc1NC(=O)c1cccs1 | u | x
CCOC(=O)c1cc(CC)sc1/N=C/c1c(O)ccc2ccccc12 | 22% | 2
CC(=O)Nc1ccccc1NC(=O)c1ccc(C)cc1C | -13% | -16
S=C1Cc2ccccc2C(c2ccc(Cl)cc2)N1 (stereo not given) | u | x
COc1cccc(C(=O)N2CCN(S(=O)(=O)Cc3ccccc3)CC2)c1 | u | x
CCC(C)NC(=O)c1c(N)n(/N=C/c2ccccn2)c2nc3ccccc3nc12 (stereo not given) | 17% | 9

Ordered by heavy-atom count (ascending): some entries from above.
SMILES | S3 lipid droplet | S3 lipid droplet cell count max
Cc1ccc(Oc2ccc(Cl)cc2N)cc1 | u | x
Cc1cc(NC(=O)CSc2ccccn2)no1 | u | x
S=C1Cc2ccccc2C(c2ccc(Cl)cc2)N1 (stereo not given) | u | x
CC(C)CNC(=O)CN(C1CCCCC1)S(C)(=O)=O | u | x
Cc1ccc(-n2c(=S)[nH]c3sc4c(c3c2=O)CCC4)cc1 | 10% | 5
O=C(COC(=O)CSc1ccc([N+](=O)[O-])cc1)NCC1CCCO1 (stereo not given) | u | x
CCOC(=O)c1cc(CC)sc1/N=C/c1c(O)ccc2ccccc12 | 22% | 2
COc1cccc(C(=O)N2CCN(S(=O)(=O)Cc3ccccc3)CC2)c1 | u | x
COc1cc(NC(=O)c2ccc([N+](=O)[O-])o2)ccc1NC(=O)c1cccs1 | u | x
CCC(C)NC(=O)c1c(N)n(/N=C/c2ccccn2)c2nc3ccccc3nc12 (stereo not given) | 17% | 9
CCn1c(CCCOc2ccc(Cl)cc2Cl)nnc1SCC(=O)Nc1cccc(F)c1 | 12% | 16
COC(=O)c1ccc(C2C(Oc3ccc(OC)cc3)C(=O)N2CCc2ccc(F)cc2)cc1 (stereo not given) | u | x

(listing goes on)
SMILES | S3 lipid droplet | S3 lipid droplet cell count max
CN(C)c1nc(Oc2ccc(=O)[nH]n2)nc(N2CCOCC2)n1 | 8% | -7
CCOC(=O)/C=c1\s/c(=C(\C#N)C(N)=O)n(-c2ccccc2)c1=O | -19% | 16
O=C(Cn1cnc2c(cnn2-c2ccccc2)c1=O)NCc1ccccc1 | 12% | 1
CCOC(=O)c1[nH]c2cc3c(cc2c1NC(=O)CN1CCCC1)OCO3 | -13% | -10
CCCn1nc(C(=O)Nc2ccc(-n3cnnn3)cc2)c2ccccc2c1=O | u | x
C[C@H](NC(=O)OC(C)(C)C)C(=O)NCC1CCC(C(=O)O)CC1 (stereo not given in full) | -3% | 6
CCOc1ccc(NC(=O)CCn2c(=S)oc3ccccc32)cc1 | i | x
Cc1ccccc1N(CC(=O)NCc1ccco1)C(=O)CNS(=O)(=O)c1ccc(F)cc1 | i | -23
COc1cc(C=O)ccc1OCCCCOc1ccccc1[N+](=O)[O-] | u | x
NS(=O)(=O)c1ccc(CCNC(=O)c2ccccc2[N+](=O)[O-])cc1 | u | x
O=C(NCc1cccnc1)c1c(O)c2cccc3c2n(c1=O)CCC3 | 11% | 9
O=C(Oc1ccc2c(c1)OCC2=O)c1ccccc1 | -4% | -2
O=[N+]([O-])c1cc(Cl)ccc1Sc1ccccn1 | 0% | -3
O=C(CSc1nc2ccccc2[nH]1)NCc1ccc2c(c1)OCO2 | 12% | 2
Cc1occc1-c1nnc(SCC(=O)NCc2cccs2)n1CC1CCCO1 (stereo not given) | i | x
O=C1CCc2cc(S(=O)(=O)NCc3ccccc3Cl)ccc2N1 | 2% | -14
CCCC(O)(CCN1CCCCC1)c1ccc(OCC)cc1 (stereo not given) | u | x
CCOC(=O)C(N)CSC1CC(=O)N(c2ccc(OCC)cc2)C1=O (stereo not given) | i | 9
CNC(=O)c1ccc(NC(=O)CC2SC(N3CCCC3)=NC2=O)cc1 (stereo not given) | u | x
O=C(Nc1cccc(F)c1)C1CCN(C(=O)NCc2ccccc2)CC1 | u | x
O=C1C2C3C=CC(C3)C2C(=O)N1c1ccc2c(c1)CCC2 (stereo not given) | u | x
COc1ccc(C(=O)NCCOc2ccccc2Cl)c(OC)c1OC | u | x
CSCCC1NC(=O)N(CC(=O)N2CCc3ccccc3C2)C1=O (stereo not given) | 0% | 13
COc1ccc(-c2csc(NC(=O)CSc3nnnn3C)n2)c(OC)c1 | 6% | 8
CCc1nnc(NC(=O)c2ccc(S(=O)(=O)N(C)Cc3ccccc3)cc2)o1 | 11% | 1
COC(=O)c1cc(C(=O)NC(C)C2CC3CCC2C3)cc([N+](=O)[O-])c1 (stereo not given) | u | x
COC(=O)c1ccc(N=CC2=C(O)CC(c3ccccc3)CC2=O)cc1 (stereo not given) | -1% | x
COCCN(CC(=O)Nc1cccc(C)c1C)C(=O)c1ccc2c(c1)OCO2 | u | x
Cc1nc2ncnn2c(N2CCN(c3cccc(C(F)(F)F)c3)CC2)c1C | u | x
Cc1ccc(N2CC(C(=O)Nc3cc(C)on3)CC2=O)cc1 (stereo not given) | 7% | 1
O=C1c2ccccc2C(Nc2ccc(Cl)cc2)N1CCN1CCOCC1 (stereo not given) | u | x
CCOC(=O)c1c(NC(=O)COC(=O)Cc2ccccc2[N+](=O)[O-])sc(C(=O)N(C)C)c1C | u | x
Cc1cccc(OC(=O)c2cncc(Br)c2)c1 | -3% | -10
Cc1cnc(NC(=O)CSc2nnc(COc3ccccc3)o2)s1 | u | x
CC(C)CC(N)C(=O)OCc1ccc([N+](=O)[O-])cc1 (stereo not given) | 6% | 18
CC(=O)N(C)Cc1ccc(C(=O)CCl)cc1 | u | x
Cc1ccc(S(=O)(=O)Nc2cccc3ncccc23)s1 | -17% | -18
COc1ccc(C(=O)N2CCCC(C(=O)N3CCN(c4ccccc4)CC3)C2)cc1 (stereo not given) | -25% | -4
Cc1nc2c(F)c(F)c(C(F)(F)F)c(F)c2[nH]1 | 4% | -29
CC(C)c1cc[n+](-c2nc([O-])sc2C=O)cc1 | u | x
CCOC(=O)N1CCN(C(=O)c2c[nH]c3ccc(S(=O)(=O)N(C)c4ccccc4C)cc3c2=O)CC1 | 24% | -7
CCCc1ncc(C(O)c2ccccc2OC)n1C (stereo not given) | -2% | 3
COCCCn1c(C23CC4CC(CC(C4)C2)C3)n[nH]c1=S | -7% | 7
O=C(N/N=C/c1cn(-c2cccs2)nc1-c1ccccc1)c1ccc(O)cc1 | i | 26
CCCc1cc(=O)[nH]c(SCC(=O)Nc2cc(S(=O)(=O)N3CCCCC3)ccc2C)n1 | 5% | 4
CCOC(=O)c1c(/N=C/c2cc(C)ccc2O)sc2c1CCC2 | -7% | -21
NNC(=O)c1ccc(CSc2nc3ccccc3[nH]2)cc1 | u | x
COc1ccc(NC(=O)C2CCN(S(C)(=O)=O)CC2)c(OC)c1 | u | x
COc1ccc(-n2c(=O)c3c4c(sc3n3c(=S)[nH]nc23)CCCC4)cc1 | 8% | 3
COc1cccc(CNC(=O)COC(=O)CCS(=O)(=O)c2ccc(C)cc2)c1 | u | x
CC1CCC2C(=O)N(c3ccccc3OC(=O)c3ccccc3F)C(=O)C2C1 (stereo not given) | -20% | 1
CN(C(=O)c1ccc(NC(=O)Cc2cccc(NC(=O)C3CCN(C(=O)C4CCCC4)CC3)c2)cc1)C1CCCC1 | u | x
COCc1c(C(=O)Nc2nc(C)cs2)oc2ccccc12 | u | x
CN(C(=O)CSc1nncc2ccccc12)C1CCCCC1 | u | x
